Screens as filed in PubChem.
PAFAH1B2 inh: blocks human PAF acetylhydrolase 1b catalytic subunit 2. inhibition, % at 3.39 µM. AID 492953. P68402. recombinant PAFAH1B2, FP-rhodamine activity probe, fluorescence polarization. 340,000 tested, 1.2% active;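 active means inhibition above the mean of all tested compounds plus 3 SD, cut at about 24% in these data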;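 further: 0% = enzyme with DMSO and 100% = wells lacking PAFAH1B2; many of its hits are not listed in these tables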
PME-1 primary: PME-1 (human) inhibition; Q9Y570; recombinant PME-1, FP-Rh probe fluorescence polarization; inhibition, % at 5.9 µM; 320,000 tested, 0.53% active; AID 2130;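 active means inhibition above the campaign mean of all compounds plus 3 SD, cut at about 26% in these data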;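 further: competitive labeling of PME-1 active site by serine hydrolase directed probe; 0% = PME-1 with DMSO and 100% = wells lacking PME-1 enzyme; inhibitors block probe labeling so polarization falls and inhibition rises; many of its hits are not listed in these tables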
GSTO1 counter: blocks human GSTO1 in RBBP9 counter-screen | inhibition, % at 5.96 µM | 300,000 tested, 1.1% active | AID 1974 | recombinant GSTO1, activity-based probe fluorescence polarization | P78417;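 active means inhibition above the campaign mean inhibition plus 3 SD, cut at about 35% in these data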;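 further: 0% = GSTO1-1 with DMSO and 100% = wells lacking GSTO1-1 enzyme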
LYPLA1 counter: LYPLA1 (human) inhibition in PME1 counter-screen; recombinant LYPLA1, FP-Rh probe fluorescence polarization; AID 2174; 320,000 tested, 0.16% active; inhibition, % at 5.9 µM;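 active means inhibition above the mean of all tested compounds plus 3 SD, set per campaign, cut at about 14% in these data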;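 further: inhibitors block serine hydrolase probe labeling of LYPLA1 so polarization falls; 0% = enzyme with DMSO and 100% = wells lacking LYPLA1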
pPAFAH FP inh: pPAFAH (human) enzyme inhibition | Q13093 | recombinant pPAFAH, FP-rhodamine probe fluorescence polarization | inhibition, % at 3.39 µM | 330,000 tested, 1.5% active;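 active means inhibition above the mean inhibition across the screen plus 3 SD, cut at about 25% in these data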;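 further: inhibitors block binding of the rhodamine activity-based probe so polarization drops; 0% = enzyme with DMSO and 100% = wells lacking pPAFAH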
PAFAH2 inh: PAFAH2 (human) inhibition; AID 492956; recombinant PAFAH2, FP-rhodamine activity probe, fluorescence polarization; inhibition, % at 3.39 µM; 340,000 tested, 0.99% active;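 active means inhibition above the mean over all tested compounds plus 3 SD, cut at about 30% in these data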;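 further: inhibitors block probe labeling of enzyme so polarization drops; 0% = enzyme with DMSO and 100% = wells lacking PAFAH2 protein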
LYPLA2 inh: LYPLA2 (human) inhibition in PME1 counter-screen; O95372; recombinant LYPLA2, FP-Rh probe fluorescence polarization; inhibition, % at 5.9 µM; 320,000 tested, 0.38% active; AID 2177;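 active means inhibition above the screen-wide mean plus 3 SD, limit set per campaign, cut at about 26% in these data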;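 further: 0% = LYPLA2 with DMSO and 100% = wells lacking LYPLA2 enzyme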
PAFAH1B3 inh: PAFAH1B3 (human) inhibition. recombinant PAFAH1B3, FP-rhodamine probe, fluorescence polarization. inhibition, % at 3.39 µM. 340,000 tested, 0.28% active;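 active means inhibition above the screen-wide average of all tested compounds plus 3 SD, cut at about 25% in these data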;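 further: 0% = enzyme with DMSO only and 100% = wells lacking PAFAH1B3 protein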
Target sequence (Q15102 whole entry, looked up): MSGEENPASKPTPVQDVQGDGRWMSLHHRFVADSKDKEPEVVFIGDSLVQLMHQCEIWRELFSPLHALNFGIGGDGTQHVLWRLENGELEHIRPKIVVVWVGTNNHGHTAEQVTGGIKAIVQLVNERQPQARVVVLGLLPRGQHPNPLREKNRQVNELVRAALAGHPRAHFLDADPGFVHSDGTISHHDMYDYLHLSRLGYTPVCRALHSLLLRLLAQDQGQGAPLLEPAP
PAD4 inh: blocks human protein arginine deiminase 4; Q9UM07; recombinant PAD4, RCA probe fluorescence polarization; inhibition, % at 6.36 µM; 330,000 tested, 0.41% active;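 active means percent inhibition above a cutoff equal to the mean of all tested compounds plus 3 SD, cut at about 15% in these data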;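 further: 0% = PAD4 with RCA probe and DMSO and 100% = probe without PAD4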
Target sequence (Q9UM07 whole entry, looked up): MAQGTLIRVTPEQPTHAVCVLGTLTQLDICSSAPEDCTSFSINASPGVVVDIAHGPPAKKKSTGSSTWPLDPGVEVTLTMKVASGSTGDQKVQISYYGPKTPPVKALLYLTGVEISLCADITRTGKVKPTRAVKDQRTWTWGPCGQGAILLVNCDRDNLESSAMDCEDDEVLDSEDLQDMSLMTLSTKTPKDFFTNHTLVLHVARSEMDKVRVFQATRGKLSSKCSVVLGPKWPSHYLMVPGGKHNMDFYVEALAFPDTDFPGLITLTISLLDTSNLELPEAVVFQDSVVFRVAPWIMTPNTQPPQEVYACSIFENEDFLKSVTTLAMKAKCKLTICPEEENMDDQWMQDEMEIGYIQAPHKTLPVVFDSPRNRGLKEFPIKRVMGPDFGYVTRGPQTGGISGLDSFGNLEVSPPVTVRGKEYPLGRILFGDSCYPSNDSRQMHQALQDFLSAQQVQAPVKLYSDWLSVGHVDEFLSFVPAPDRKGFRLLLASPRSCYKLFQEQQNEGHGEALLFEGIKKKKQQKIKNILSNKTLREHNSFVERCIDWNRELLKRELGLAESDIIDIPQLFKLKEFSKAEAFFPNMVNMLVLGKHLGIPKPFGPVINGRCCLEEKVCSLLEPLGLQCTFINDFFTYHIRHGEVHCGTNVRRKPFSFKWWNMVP
* marks the source's active call; other numbers are inactive results; . = no result given. Not all compounds are listed; rates above refer to the full screens.

1	c1ccc2[nH]c(CN3CCN(c4ncnc5c4oc4ccccc45)CC3)nc2c1
2	CCCCN(C)CCCNC(=O)c1cc(-c2cccs2)nc2ccccc12
3	Cc1ccccc1NC(=S)NC12CN3CN(CN(C3)C1)C2
4	C[C@@H]1CN([C@@H](C)CO)C(=O)c2cc(NC(=O)Nc3ccccc3)ccc2O[C@H]1CN(C)C(=O)Nc1cccc2ccccc12
5	CC(=O)Nc1cccc(OCc2ccc(F)cc2)c1
6	Cn1c(=O)c2[nH]c(-c3ccccc3Cl)c(O)c2n(C)c1=O

assay / entry	1	2	3	4	5	6
PAFAH1B2 inh	0	1	8	7	1	2
PME-1 primary	9	7	1	.	3	2
GSTO1 counter	-12	4	3	.	-9	5
LYPLA1 counter	17*	-2	-4	.	-1	-4
pPAFAH FP inh	1	2	0	4	1	2
PAFAH2 inh	4	9	-3	-36	-3	-10
LYPLA2 inh	4	-1	7	.	0	1
PAFAH1B3 inh	10	2	6	1	4	1
PAD4 inh	-5	1	0	-2	-1	-2

7	C=CCOc1ccc(CNn2cn[nH]c2=S)cc1OC
8	O=C(NCCn1cc(SCc2ccccc2F)c2ccccc21)c1c(F)cccc1F
9	O=C(CCC1CCCNC1)c1ccccc1 (stereo not given)
10	COC(=O)c1ccc(NC(=O)Nc2ccc(F)cc2F)cc1
11	O=C(Nc1nnc(-c2ccccc2SCc2ccccc2F)s1)Nc1ccccc1F
12	O=C(COC(=O)/C=C/c1ccc(C(F)(F)F)cc1)NC1CCS(=O)(=O)C1 (stereo not given)

assay / entry	7	8	9	10	11	12
PAFAH1B2 inh	2	1	.	4	-1	1
PME-1 primary	-3	-8	4	-23	-8	-2
GSTO1 counter	5	0	-4	10	-10	8
LYPLA1 counter	1	-9	1	-6	-2	1
pPAFAH FP inh	1	8	5	1	-5	6
PAFAH2 inh	-2	7	.	1	-6	-9
LYPLA2 inh	3	-16	1	-6	-3	4
PAFAH1B3 inh	2	-3	.	4	0	5
PAD4 inh	0	1	-1	3	-9	2

13	COc1ccc2c3c(cccc13)C(=O)N(O)C2=O
14	CCOc1ccccc1C(=O)NCC(=O)NC(C)c1ccc(-n2ccnc2)cc1 (stereo not given)
15	Cc1ccc(-c2nnn(CC(=O)N3CCCCC3)n2)cc1
16	COc1ccc(C(=O)NC(C(=O)NCCc2ccc3c(c2)OCCO3)C(C)C)cc1 (stereo not given)
17	Cc1ccc(OCCC(=O)OCC(=O)NNC(=O)c2ccccc2)cc1
18	O=C(CSc1n[nH]c(=O)n1C1CC1)N1N=C(c2ccc(Cl)cc2)CC1c1ccco1 (stereo not given)

assay / entry	13	14	15	16	17	18
PAFAH1B2 inh	4	-3	0	7	-1	-2
PME-1 primary	-1	5	-6	3	-3	10
GSTO1 counter	-4	-2	0	4	12	3
LYPLA1 counter	3	1	1	0	2	-3
pPAFAH FP inh	13	2	-8	-7	22	7
PAFAH2 inh	0	3	-9	-1	3	1
LYPLA2 inh	4	-2	7	2	1	2
PAFAH1B3 inh	-1	-2	15	10	8	5
PAD4 inh	4	2	-5	-3	-2	0

Full records, quoted from the list:
Record of Cc1ccc(-c2nnn(CC(=O)N3CCCCC3)n2)cc1 : PAFAH1B2 inh: 0; PME-1 primary: -6; GSTO1 counter: 0; LYPLA1 counter: 1; pPAFAH FP inh: -8; PAFAH2 inh: -9; LYPLA2 inh: 7; PAFAH1B3 inh: 15; PAD4 inh: -5
Record of CCOc1ccccc1C(=O)NCC(=O)NC(C)c1ccc(-n2ccnc2)cc1 (stereo not given) : PAFAH1B2 inh: -3; PME-1 primary: 5; GSTO1 counter: -2; LYPLA1 counter: 1; pPAFAH FP inh: 2; PAFAH2 inh: 3; LYPLA2 inh: -2; PAFAH1B3 inh: -2; PAD4 inh: 2

The list continues:
19	COc1ccc(NC(=O)c2cc(C)nn2-c2ccccc2)cc1
20	COc1ccc(CC(NC(C)=O)C(=O)NC2CCN(c3nnnn3-c3ccccc3)CC2)cc1 (stereo not given)
21	COc1ccc(N2CCN(C(=O)c3ccc(Cl)c(S(=O)(=O)N4CCCC4)c3)CC2)cc1
22	CSc1ccccc1C(=O)Nc1ccc2c(c1)CCC2
23	CCN1CNC(=S)N(c2cc(C)ccc2C)C1
24	Cc1ccc(-c2cc3onc(-c4ccccc4)c3c(=O)n2C)cc1

assay / entry	19	20	21	22	23	24
PAFAH1B2 inh	4	6	4	9	4	1
PME-1 primary	-3	0	0	1	-3	-3
GSTO1 counter	14	6	11	-1	8	2
LYPLA1 counter	1	-2	-1	-3	3	-2
pPAFAH FP inh	1	5	-1	9	-4	-1
PAFAH2 inh	1	-8	5	7	-4	6
LYPLA2 inh	4	0	0	-3	4	-3
PAFAH1B3 inh	13	9	2	11	9	4
PAD4 inh	0	-3	0	-3	1	0

25	Cc1c(NC(=O)c2cc(C(C)C)on2)c(=O)n(-c2ccccc2)n1C
26	CN1C(=O)C2(C(C#N)=C(N)Oc3n[nH]c(-c4ccc(Cl)cc4)c32)c2ccccc21 (stereo not given)
27	N#Cc1cccc(NC(=O)COC(=O)C2CCC2)c1
28	O=C(CSc1n[nH]c(-c2cccnc2)n1)Nc1ccc([N+](=O)[O-])cc1Br
29	COc1ccc(CCNC(=O)CSc2nc3[nH]ncc3c(=O)n2-c2cccc(C(F)(F)F)c2)cc1OC
30	COc1ccc(OC)c(-n2c(=S)[nH]c3cc(C(=O)N4CCN(c5ccccc5)CC4)ccc3c2=O)c1

assay / entry	25	26	27	28	29	30
PAFAH1B2 inh	4	1	5	6	-1	1
PME-1 primary	1	-6	6	1	-1	-2
GSTO1 counter	2	-1	5	1	6	3
LYPLA1 counter	-1	-1	5	1	3	1
pPAFAH FP inh	10	-1	9	6	-2	6
PAFAH2 inh	4	2	9	19	-5	3
LYPLA2 inh	-4	-11	3	3	0	-4
PAFAH1B3 inh	9	-8	-5	3	6	-2
PAD4 inh	3	1	1	3	4	0

31	COc1ccc(-c2nnc(SC(C)C(=O)NC3CC3)o2)cc1 (stereo not given)
32	O=C1CC2(CCN(C(=O)c3ccc(F)c(F)c3)CC2)Oc2ccccc21
33	COc1ccc(N2CC(C(=O)NCCc3ccc(Cl)cc3)CC2=O)cc1 (stereo not given)
34	C=CCN1C(=O)C(CC(=O)Nc2ccc(OC)cc2)SC1=Nc1ccc(S(N)(=O)=O)cc1 (stereo not given)
35	O=C(NC1CCCCC1)C(c1ccncc1)N(C(=O)Cn1nnc(-c2cccs2)n1)C1CCCC1 (stereo not given)
36	CCOC(=O)C1CCN(S(=O)(=O)c2ccc3c(c2)CC(C)N3C(=O)C2CCC2)CC1 (stereo not given)

assay / entry	31	32	33	34	35	36
PAFAH1B2 inh	2	0	12	0	-1	0
PME-1 primary	3	-1	-2	2	-6	0
GSTO1 counter	.	3	-3	6	-1	-7
LYPLA1 counter	-2	0	2	1	1	16*
pPAFAH FP inh	3	-5	0	1	6	4
PAFAH2 inh	0	2	-3	-1	62*	1
LYPLA2 inh	2	-1	1	22	-1	3
PAFAH1B3 inh	-6	0	12	7	-4	-3
PAD4 inh	1	-3	2	-1	2	0

37	Cc1cc(C)nc(SC2CCOC2=O)n1 (stereo not given)
38	COC(=O)c1ccc(N)cc1O
39	Cc1ccc(C(=O)N2N=C(CC(C)C)CC2(O)C(F)(F)F)o1 (stereo not given)
40	Fc1ccc(-c2cn3ccccc3n2)cc1
41	COc1cc(OC)cc(C(=O)NCCc2ccc(OC)c(OC)c2)c1
42	C/C(=N\NC(=O)CNc1cccc2ccccc12)c1ccccc1

assay / entry	37	38	39	40	41	42
PAFAH1B2 inh	-1	-5	6	2	.	7
PME-1 primary	1	0	0	-2	2	1
GSTO1 counter	-2	3	5	-7	-4	10
LYPLA1 counter	-2	-1	-1	2	0	9
pPAFAH FP inh	2	0	-2	-4	6	5
PAFAH2 inh	2	4	5	-9	.	8
LYPLA2 inh	-5	-1	-7	0	-3	1
PAFAH1B3 inh	4	5	8	1	.	6
PAD4 inh	-1	0	1	-4	4	0

43	O=C(c1ccsc1)N1CCCC(Nc2ccc(F)c(F)c2)C1 (stereo not given)
44	COc1ccccc1N1CCN(S(=O)(=O)CC23CCC(CC2=O)C3(C)C)CC1 (stereo not given)
45	O=C1NCCn2ccc(=O)cc21
46	COc1ccccc1-c1nnc(SCC(=O)O)n1C
47	CCCC(c1nnnn1Cc1ccccc1)N1CCC(C(N)=O)CC1 (stereo not given)
48	Cc1ccc(C)c(N2CCN(C(=O)c3ccc(NC4=NC5CS(=O)(=O)CC5S4)cc3)CC2)c1 (stereo not given)

assay / entry	43	44	45	46	47	48
PAFAH1B2 inh	4	-1	-1	5	5	4
PME-1 primary	-5	0	2	1	-3	-6
GSTO1 counter	8	3	6	0	-4	4
LYPLA1 counter	-4	-1	2	-1	0	1
pPAFAH FP inh	1	0	5	-4	3	2
PAFAH2 inh	5	1	2	2	0	2
LYPLA2 inh	-8	6	8	2	3	4
PAFAH1B3 inh	9	5	8	7	4	5
PAD4 inh	4	4	-2	-1	-6	3

49	COc1ccc(N2CCCn3c2nc2c3c(=O)n(Cc3ccccc3)c(=O)n2C)c(OC)c1
50	COc1cccc(S(=O)(=O)NCc2ccc(C(=O)Nc3cccc(Cl)c3)cc2)c1
51	O=C(COc1ccc(CO)cc1Cl)Nc1ccc(F)cc1
52	O=C(Cc1c[nH]c2ccccc12)Nc1ccc(N2CCOCC2)cc1
53	Cc1ccc(NC(=O)N/C=C/c2ccco2)c(C)c1
54	CC(=O)OCCCNc1cc(Sc2nc3ccccc3s2)c2nonc2c1[N+](=O)[O-]

assay / entry	49	50	51	52	53	54
PAFAH1B2 inh	0	-11	2	0	0	2
PME-1 primary	-9	-39	0	4	-1	7
GSTO1 counter	1	-38	-2	4	9	45*
LYPLA1 counter	3	-41	-6	-1	-4	1
pPAFAH FP inh	6	-28	1	5	19	13
PAFAH2 inh	0	-17	0	2	4	14
LYPLA2 inh	7	-76	0	4	4	-5
PAFAH1B3 inh	-2	-12	-4	6	4	10
PAD4 inh	-2	1	-3	2	-2	-15

55	CSc1ncccc1C(=O)OCC(=O)c1ccc(Br)s1
56	COc1ccc(N(Cc2cc(=O)[nH]c3ccccc23)C(=O)c2ccco2)cc1
57	CC(=O)c1ccc(NC(=S)N(Cc2ccccc2)C(C)C2CC2)cc1 (stereo not given)
58	CCOC(=O)N1CC=C2C(C#N)=C(N)C(C#N)(C#N)[C@H](c3cccs3)C2C1 (stereo not given in full)
59	Cc1ccc(CN2CCN(Cc3ccccc3C(F)(F)F)CC2)cc1
60	COc1ccc(OC(=O)N2CCOCC2)cc1
61	S=c1[nH]nc(C2CCCCC2)n1/N=C/c1ccccn1
62	COc1cc(/C=C2\N=C(c3ccccc3)OC2=O)ccc1OC(C)=O
63	COC(=O)CCC(=O)Nc1ccccc1C(=O)Nc1ccccc1

assay / entry	55	56	57	58	59	60	61	62	63
PAFAH1B2 inh	-1	4	7	8	4	-2	3	-2	2
PME-1 primary	-3	-8	-2	31*	6	0	5	-5	-1
GSTO1 counter	28	0	-1	-2	6	-1	-1	1	-3
LYPLA1 counter	-3	0	1	0	-1	-3	1	-1	-1
pPAFAH FP inh	2	-5	5	3	2	3	-5	-10	2
PAFAH2 inh	-2	-1	5	8	-6	-1	1	-2	-3
LYPLA2 inh	3	14	0	-1	-1	1	1	-6	-4
PAFAH1B3 inh	2	6	7	8	3	9	-1	6	12
PAD4 inh	-3	1	-3	0	2	0	1	5	-2
